# From PubChem
# pAkt inh: Akt phosphorylation inhibition | Neuro2A IGF-stimulated pAkt S473 HTRF, 20 min; stronger effect = lower value | activity change, % for hits at 50 µM | 0.32% of 360,000 active | AID 651550; in the data active means activity change below about -80%; inconclusive means mostly about -51% to -80%; further: on the % scale 0 is the no-effect control and ±100 the full control effect
#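 Single-point screen (50 µM final compound) in Neuro2A cells stimulated 20 min with 6 nM IGF at 37 deg C. After lysis, Ser473-phosphorylated Akt read by HTRF (ex 330 nm, em 615/665 nm) as the 665/615 ratio.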
# PTHR1 ag: activates the human parathyroid hormone receptor PTHR1. Q03431. HEK293 GP2 PTHR1 cells, GloSensor cAMP luminescence, 1 h. AID 743266. 0.075% of 410,000 active. Potency, µM (top dose mostly 115 µM), without a hit: at the highest dose activation, hits mostly activators; further: potency means the concentration at half of the fitted maximal effect; nearly all actives have a fitted effect of over 55% in size; some results filed as inactive show a strong effect at the top dose; inactives centre near -15; many of its hits are not listed in these tables
#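 HEK-293-derived GP2 cells expressing PTHR1 and a GloSensor cAMP reporter, 3,000/well, plated overnight, given luciferin plus IBMX (each 0.5 mM as added) for 1 h at 37 °C, then compound for 1 h at 37 °C. Luminescence was read after 15 min at room temperature.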
# Abeta yeast res: A-beta toxicity reversal in yeast; yeast expressing A-beta42, growth rescue, OD600, 48 h; response scale: 0% DMSO, 100% iron-clioquinol control; Potency, µM (series often up to 46.1 µM), for inactives: top-dose growth rescue, actives largely listed as activators; 0.063% of 410,000 active; further: potency means the concentration at half of the fitted maximal effect; nearly all actives have a fitted effect of over 55% in size
#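 Growth rescue measured by 600 nm absorbance after 48 h yeast culture at 30 C with compound. Values normalized between DMSO and an equimolar ferric chloride plus clioquinol control.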
# FUS suppressor: rescues growth of FUS-expressing yeast; S. cerevisiae FUS-expressing, growth rescue, OD600, 24 h; Potency, µM (doses to about 76.6 µM), for inactives: at the top dose growth rescue (activation), hits mostly activators; 0.24% of 390,000 active; AID 1347120;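 further: potency means the concentration at half of the fitted maximal effect; plate controls were DMSO vehicle for no effect and reference control for full effect; nearly all actives have a fitted effect of over 55% in size; some results filed as inactive show a strong effect at the top dose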
#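 Quantitative HTS measuring growth restoration of FUS-toxic yeast. Galactose-induced cells (OD 0.005) were exposed 24hr at 30C to compounds at several concentrations, then absorbance at 600 nm was recorded.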
# GLP-1R agonist: GLP-1 receptor (human) agonism; P43220; HEK293 GLP-1R CRE-luciferase, luminescence, 4-6 h; cells express a hypersensitive GLP-1R form; Potency, µM (series often up to 45.6 µM), without a hit: top-dose activation, usual class: activators; 0.007% of 380,000 active; further: potency means the concentration at half of the fitted maximal effect; % of control where 0% means no effect
# Target sequence (P43220 whole entry, looked up): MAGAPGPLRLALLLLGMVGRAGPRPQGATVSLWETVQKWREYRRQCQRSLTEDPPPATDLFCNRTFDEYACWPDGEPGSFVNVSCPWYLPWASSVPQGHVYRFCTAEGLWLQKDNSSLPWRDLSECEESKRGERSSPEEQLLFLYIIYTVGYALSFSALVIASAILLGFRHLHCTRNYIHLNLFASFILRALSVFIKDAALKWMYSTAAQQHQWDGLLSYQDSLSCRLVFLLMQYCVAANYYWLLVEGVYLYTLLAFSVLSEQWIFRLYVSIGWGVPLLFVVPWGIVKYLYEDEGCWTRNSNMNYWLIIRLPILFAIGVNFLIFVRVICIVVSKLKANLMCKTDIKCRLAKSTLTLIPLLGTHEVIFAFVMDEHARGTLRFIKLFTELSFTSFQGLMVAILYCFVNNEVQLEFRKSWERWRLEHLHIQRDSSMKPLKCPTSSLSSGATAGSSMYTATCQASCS
# D3 antag: antagonists of human D3 dopamine receptor; max response, negative = inhibition, %; AID 652054; 2.5% of 360,000 active; D3R cells, DiscoveRx beta-arrestin luminescence, antagonist mode; stronger effect = lower value; in the data active means max response below about -50%; inconclusive means no clear call, values can overlap the other calls; further: on the % scale 0 is the no-effect control and ±100 the full control effect; mostly tested at two doses, the higher about 12 µM
# Target sequence (P35462 whole entry, looked up): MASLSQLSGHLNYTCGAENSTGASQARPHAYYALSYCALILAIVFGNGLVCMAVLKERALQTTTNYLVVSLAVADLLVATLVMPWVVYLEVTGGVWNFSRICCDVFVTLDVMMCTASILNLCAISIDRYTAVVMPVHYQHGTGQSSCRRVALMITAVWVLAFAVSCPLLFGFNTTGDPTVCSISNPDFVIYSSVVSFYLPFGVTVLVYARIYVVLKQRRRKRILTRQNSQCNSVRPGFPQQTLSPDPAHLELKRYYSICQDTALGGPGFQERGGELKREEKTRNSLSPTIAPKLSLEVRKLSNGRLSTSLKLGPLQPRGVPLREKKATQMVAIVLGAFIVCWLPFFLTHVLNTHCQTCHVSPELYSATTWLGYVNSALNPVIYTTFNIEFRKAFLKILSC
#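 Cells expressing the human receptor were seeded at 1500 cells/well, incubated overnight at 37 degrees C in 5% CO2, then exposed to library compounds with dopamine controls for 90 minutes at 37 degrees C before luminescent detection.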
# aSyn yeast inh: inhibitors of alpha-synuclein toxicity in yeast. Yeast expressing alpha-synuclein, growth rescue, BacTiter-Glo, 24 h. Potency, µM (doses to about 46.1 µM), for the others: at the highest dose growth rescue (activation), actives largely listed as activators. 0.14% of 370,000 active; further: potency means the concentration at half of the fitted maximal effect; % of control where 0% means no effect; nearly all actives have a fitted effect of over 65% in size
#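 Screening used galactose-induced yeast with toxic alpha-synuclein levels, exposed to compound for 24 hr at 30 deg C. Cell growth, read with BacTiter-Glo luminescence, gave the measured signal.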
# GLP-1R inv ag: GLP-1 receptor (human) inverse agonism; 1.6% of 410,000 active; P43220; HEK293 GLP-1R CRE-luciferase, luminescence, 24 h; GLP-1R form is constitutively active; Potency, µM (titrated, usually from 38.3 µM), without a hit: at the top dose activity change, negative = inhibition, usual class: inhibitors; AID 624417; further: potency means the concentration at half of the fitted maximal effect; on the % scale 0 is the no-effect control and ±100 the full control effect; nearly all actives have a fitted effect of over 55% in size
#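 Inverse agonists were sought by their lowering of basal cAMP reporter luciferase output in HEK293 cells stably carrying constitutively active human GLP-1R, after 24 h compound treatment.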
# TDP43 rescue: TDP-43 toxicity inhibition in yeast; TDP-43 expressing yeast growth rescue, BacTiter-Glo, 24 h; Potency, µM (highest dose often 46.1 µM), for the others: top-dose growth rescue (activation), most hits filed as activators; 1.8% of 410,000 active; further: potency means the concentration at half of the fitted maximal effect; % of control where 0% means no effect; nearly all actives have a fitted effect of over 50% in size
#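 Readout is BacTiter-Glo luminescence of cell growth, so inhibitors register as activators. TDP-43-expressing yeast at OD600=0.02 in galactose medium, after raffinose pregrowth to mid-log, were incubated with compound for 24 hr at 30 deg C.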
# * hit, by the source's call; i = inactive; u = inconclusive; x = no result given; [ ] = dose if it differs, or a comment. Unless noted, the call rests on the fitted dose curve; in most records, active means well fitted curve in the direction sought with a large enough effect; inconclusive means small, poorly fitted or top-dose-only effect, or another doubt; inactive means no such curve, though single readings can be large; an effect the other way counts as inactive or inconclusive. The list is partial. The share of hits here may be higher or lower than overall.
SMILES,pAkt inh,PTHR1 ag,Abeta yeast res,FUS suppressor,GLP-1R agonist,D3 antag,aSyn yeast inh,GLP-1R inv ag,TDP43 rescue
O=C(Nc1ccc(NC(=S)NC(=O)c2ccccc2F)cc1)c1cccs1,i,-30%,10%,4%,7%,-4,-2%,u,-17%
CCCCCSc1nnc2c(n1)OC(C)N(C(C)=O)c1ccccc1-2 (stereo unspecified),i,-4%,-12%,-3%,-4%,-68*,-1%,-3%,-14%
Nc1nc(N2CCCCC2)nc(N(c2ccccc2)c2ccccc2)n1,i,-3%,9%,-25%,-3%,15,6%,-51%,24%
O=C(/C=C/c1ccccc1)N/C(=C/c1ccccc1)C(=O)NCCCO,i,i,6%,x,-13%,6,6%,10%,11%
O=C(CCC(=O)N1CCCCC1)Nc1nnc(C2CCCCC2)s1,i,i,9%,3%,6%,13,-1%,-9%,-6%
COc1ccc(OC)c(CNC(=O)c2cc(S(=O)(=O)N3CCC(C)CC3)cn2C)c1,x,i,-6%,u,2%,x,x,-26%,9%
CCn1nc(C)c(CNC(=O)Nc2ccccc2C(=O)OC)c1C,i,i,8%,23%,1%,3,-6%,17%[7.66 µM],-1%
Cc1ccnc(NC(=O)C23CC4CC(CC(C4)C2)C3)c1,i,-22%[57.5 µM],0%,u,u,2,-12%,u,-6%
CC1(C)NC(=O)N(CCCSc2ccc(Cl)cc2)C1=O,i,13%[57.5 µM],-4%,26%,8%,-10,0%,-8%,-18%
COc1ccc(S(=O)(=O)N2Cc3ccccc3CC2C(=O)Nc2nccs2)cc1OC (stereo unspecified),i,i,7%,8%,4%,26,8%,-11%,11%
O=C(Nc1cccn2ncnc12)c1ccccc1,i,-5%[57.5 µM],-7%,3%,-8%,16,-12%,0%,u
O=C1C2C(C(=O)N1/N=C/c1cc([N+](=O)[O-])c(O)cc1O)C1C=CC2C12CC2 (stereo unspecified),i,-23%,-45%[inhibitor],-7%,0%,u,-33%[inhibitor],14%,-13%
O=[N+]([O-])c1ccc(CSc2nnc(SCc3ccc(Cl)cc3)s2)cc1,i,-15%,4%,19%,7%,-5,8%,u,8%
COc1ccc(C2=CC(=O)C[C@H](c3ccc4c(c3)OCO4)C2)cc1,i,-24%,23%,23%,23%,-17,0%,u,11µM*
COc1ccc(NC(=O)C2CCN(S(=O)(=O)c3cccc4nonc34)CC2)cc1,i,i,6%,-9%,4%,8,-2%,7%,4%
Cc1noc(C)c1NC(=O)N(C)C[C@@H]1Oc2ncc(Br)cc2C(=O)N([C@@H](C)CO)C[C@@H]1C,i,-25%,-7%,-27%,0%,8,6%,13%,13%
COC(=O)C(=Cc1ccc(OCc2ccc([N+](=O)[O-])cc2)c(OC)c1)C(=O)OC,x,-7%[57.5 µM],2%,-7%,-10%,-4,5%,u,6%
O=C(O)CNC(=O)/C(=C/c1cccc([N+](=O)[O-])c1)NC(=O)c1ccco1,i,-1%,-4%,26%,1%,-3,2%,7%,9%
Cn1c(CO)cnc1S(=O)(=O)Cc1ccc(Cl)cc1,i,i,1%,13%,4%,20,2%,27%,-11%[1.82 µM]
Cc1cnc(N2C(=O)c3ccc([N+](=O)[O-])cc3C2=O)s1,i,i,8%,16%,1%,-21,11%,15%,-16%
O=C(Nc1ccccn1)c1cccc(S(=O)(=O)N2CCc3ccccc3C2)c1,i,-26%,13%,24%,-9%,0,-6%,u,-5%
COCCN(C(=O)CSc1nnc(C)n1Cc1ccccc1)c1c(N)n(CC(C)C)c(=O)[nH]c1=O,i,-23%,-2%,5%,1%,10,5%,-5%,18%[9.22 µM]
CC(=O)c1cn(C)c(=O)[nH]c1=O,i,-14%,-15%,3%,6%,-8,0%,5%[7.66 µM],5%[9.22 µM]
COc1ccc(OC)c(-c2cc(C(=O)N/N=C/c3cc(OC)c(OC)cc3OC)c3ccccc3n2)c1,i,-17%,-15%,38%,9%,74,-1%,11%,-6%
COc1cc(OC)c2c(=O)c(OC)c(-c3ccc(OC)c(OC)c3)oc2c1,i,i,-6%,18%,23%,3,-8%,66%[activator],0%
Cc1cc2n(n1)C(c1ccccc1Cl)Nc1ccccc1-2 (stereo unspecified),i,i,-7%,11%,8%,-6,-11%,7%,u
O=C(OCC(O)C(O)COC(=O)c1ccccc1)c1ccccc1 (stereo unspecified),i,i,10%,-7%,-8%,-5,4%,0%,8%
COc1ccc(-c2noc(C3CCCN(C(=O)Nc4ccccc4F)C3)n2)cc1 (stereo unspecified),i,-62%[inhibitor],-3%,21%,14%,-3,-5%,-25%,u
COC(CNC(=O)c1cccc2c1C(=O)N(Cc1cccnc1)C2)OC,i,-25%,-2%,15%,-1%,10,-3%,0%,-8%
C=CCOC(=O)C1=C(C)OC(N)=C(C#N)C1c1ccc(OC)c(CSc2ccccn2)c1 (stereo unspecified),i,i,3%,-24%,11%,-1,3%,9%,14%

# Part of the list above in order of number of heavy atoms, ascending.
SMILES,pAkt inh,PTHR1 ag,Abeta yeast res,FUS suppressor,GLP-1R agonist,D3 antag,aSyn yeast inh,GLP-1R inv ag,TDP43 rescue
CC(=O)c1cn(C)c(=O)[nH]c1=O,i,-14%,-15%,3%,6%,-8,0%,5%[7.66 µM],5%[9.22 µM]
O=C(O)CNC(=O)/C(=C/c1cccc([N+](=O)[O-])c1)NC(=O)c1ccco1,i,-1%,-4%,26%,1%,-3,2%,7%,9%
COc1cc(OC)c2c(=O)c(OC)c(-c3ccc(OC)c(OC)c3)oc2c1,i,i,-6%,18%,23%,3,-8%,66%[activator],0%
COC(=O)C(=Cc1ccc(OCc2ccc([N+](=O)[O-])cc2)c(OC)c1)C(=O)OC,x,-7%[57.5 µM],2%,-7%,-10%,-4,5%,u,6%
C=CCOC(=O)C1=C(C)OC(N)=C(C#N)C1c1ccc(OC)c(CSc2ccccn2)c1 (stereo unspecified),i,i,3%,-24%,11%,-1,3%,9%,14%

# Additional structures follow.
SMILES,pAkt inh,PTHR1 ag,Abeta yeast res,FUS suppressor,GLP-1R agonist,D3 antag,aSyn yeast inh,GLP-1R inv ag,TDP43 rescue
O=C(Cc1ccccc1)Nc1ccc(N2CCCCC2)cc1,i,u,-4%,10%,4%,-3,-5%,u,8%
CCCCNS(=O)(=O)c1ccc(NC(=O)Cc2ccccc2[N+](=O)[O-])cc1,i,i,-12%,-22%,9%,-8,1%,-28%,9%
Cc1c(/C=N/NC(=O)c2sc3ccccc3c2Cl)cnn1C,i,-3%,-4%,24%,27%,u,1%,8%,8%
CCC(Sc1nncn2c1cc1occc12)C(=O)Nc1ccc(C)c(Cl)c1 (stereo unspecified),x,-35%[inhibitor],3%,36%,x,x,x,u,16%
Cc1ccc(C(=O)N/C(=C/c2cccs2)C(=O)N2CCCCCC2)cc1,i,i,12%,4%,-5%,-6,-6%,2%,-12%
CC(C(=O)O)N1c2cccc3cccc(c23)S1(=O)=O (stereo unspecified),i,-9%,-5%,-1%,-4%,-12,-3%,10%,-21%
Cn1ccc2c(N(Cc3ccccc3)Cc3ccccc3)cc3c(c21)C1CCC3O1 (stereo unspecified),i,-15%,1%,35%,1%,7,10%,-16%,u
Cc1csc2c(N3CCN(C(=O)Nc4ccccc4)CC3)ncnc12,i,-37%[inhibitor],-9%,-7%,5%,-2,0%,7%,-11%
CCOC(=O)c1sc(NC(=O)CSc2ccccn2)c(C#N)c1C,i,-3%[57.5 µM],6%,-24%,1%,18,4%,10%,-8%
COc1cccc(C(=O)NC(C)c2cccc3ccccc23)c1OC (stereo unspecified),i,i,-5%,8%,6%,4,-29%,u,u
COc1ccc(-n2ncc3c(NCc4ccco4)ncnc32)cc1,i,-9%[57.5 µM],-1%,22%,13%,12,-15%,0%,18%
CCCn1c(C)cc(C(=O)COC(=O)c2ccc[nH]c2=O)c1C,i,-2%,11%,-13%,-17%,-6,7%,u,-7%
CCOC(=O)[C@]12CCC=C1N(Cc1ccccc1)C(=O)[C@H](CC(=O)NCc1cccc(C(F)(F)F)c1)C2,i,-5%,-2%,u,-1%,-6,11%,u,5%
C[C@@H]1CN([C@H](C)CO)C(=O)CCCn2nncc2CO[C@H]1CN(C)Cc1ccc2cccnc2c1,i,-21%,-4%,-8%,-5%,2,4%,14%,1%
COc1ccc(/C=C/C(=O)N[C@H](C(=O)O)C(C)C)cc1,i,-10%,1%,-4%,5%,14,-4%,2%[0.307 µM],2%
O=C(NCCS(=O)(=O)N1CCCCCC1)c1ccc(F)cc1,i,-13%,-5%,-15%,4%,-3,-5%,-19%,-8%
CCCNC(=O)C(=O)N/N=C/c1cccs1,i,i,0%,x,1%,-24,-4%,0%,u
CC[C@H]1OC(=O)[C@H](C)[C@@H](O[C@H]2C[C@@](C)(OC)[C@@H](O)[C@H](C)O2)[C@H](C)[C@@H](O[C@@H]2O[C@H](C)C[C@H](N(C)C)[C@H]2O)[C@](C)(OC)C[C@@H](C)C(=O)[C@H](C)[C@@H](O)[C@]1(C)O,i,-17%,-18%,-7%,3%,5,1%,-13%,12%
COc1ccc(OC)c(N(CCN2C(=O)c3ccccc3C2=O)C(=O)C2CCC(=O)C2C)c1 (stereo unspecified),i,i,-3%,8%,-5%,0,4%,-2%,6%
CCc1nc2ccccc2c(C(=O)OCC(=O)NC(=O)c2cccn2C)c1C,i,-57%[inhibitor],-6%,7%,-1%,54,1%,16%,u
S=c1[nH]nc(COc2ccccc2)n1Cc1ccccc1,i,-25%,-2%,x,1%,-4,6%,u,26%
CCOC(=O)/C(C#N)=C/Nc1ccccc1OC,-98%*,-11%[57.5 µM],20%,21%,20%,17,-8%,94%[activator],u
COCOCCn1cc(CN2CCS(=O)(=O)N(Cc3ccc(-c4ccc(C)cc4)cc3)C(CC(C)C)C2=O)nn1 (stereo unspecified),i,18%,-12%,25%,-4%,-25,-8%,-13%,2%
Cc1ccc(C)c(/C(O)=C2\C(=O)C(=O)N(Cc3cccnc3)C2c2cccnc2)c1 (stereo unspecified),i,-6%[57.5 µM],24%,5%,-10%,4,-3%,5%,5%
CC(C)OCCCNC(=O)Nc1cccc2ccccc12,i,-8%,7%,-2%,-5%,4,2%,-27%,24%
